From PubChem
FEN1 inh = blocks human flap endonuclease 1; Potency, µM (series often up to 114 µM), for the others: at the highest dose activity change, negative = inhibition, actives largely listed as inhibitors; Recombinant FEN1 flap cleavage, fluorescence, 15 min; P39748; actives 0.35% (n = 390,000); further: nearly all actives have a fitted effect of over 65% in size
Target sequence (P39748 whole entry, looked up): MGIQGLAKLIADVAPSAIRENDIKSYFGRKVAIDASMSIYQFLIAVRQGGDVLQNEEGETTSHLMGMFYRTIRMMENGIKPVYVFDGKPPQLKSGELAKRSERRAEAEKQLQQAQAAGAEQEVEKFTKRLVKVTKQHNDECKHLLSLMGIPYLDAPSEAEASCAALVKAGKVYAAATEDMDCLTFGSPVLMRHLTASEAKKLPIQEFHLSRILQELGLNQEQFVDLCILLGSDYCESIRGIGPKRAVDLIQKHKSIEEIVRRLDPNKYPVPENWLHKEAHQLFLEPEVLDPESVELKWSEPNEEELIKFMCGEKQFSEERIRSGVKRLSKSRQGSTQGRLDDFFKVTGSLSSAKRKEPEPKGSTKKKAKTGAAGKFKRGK
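Recombinant FEN1 (10 nM) was preincubated with pin-transferred compounds for 15 min at room temperature, then flap DNA substrate (50 nM final) was added. Plates were read at 0 and 15 min, and normalized concentration–response data were fitted to a four-parameter Hill equation.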
TDP1 block = inhibitors of human tyrosyl-DNA phosphodiesterase TDP1 | AID 485290 | actives 0.28% (n = 350,000) | recombinant TDP1, AlphaScreen DNA substrate cleavage | Q9NUW8 | Potency, µM (doses to about 130 µM), inactives show at the highest dose activity change, negative = inhibition, hits mostly inhibitors; further: nearly all actives have a fitted effect of over 40% in size
Target sequence (Q9NUW8 whole entry, looked up): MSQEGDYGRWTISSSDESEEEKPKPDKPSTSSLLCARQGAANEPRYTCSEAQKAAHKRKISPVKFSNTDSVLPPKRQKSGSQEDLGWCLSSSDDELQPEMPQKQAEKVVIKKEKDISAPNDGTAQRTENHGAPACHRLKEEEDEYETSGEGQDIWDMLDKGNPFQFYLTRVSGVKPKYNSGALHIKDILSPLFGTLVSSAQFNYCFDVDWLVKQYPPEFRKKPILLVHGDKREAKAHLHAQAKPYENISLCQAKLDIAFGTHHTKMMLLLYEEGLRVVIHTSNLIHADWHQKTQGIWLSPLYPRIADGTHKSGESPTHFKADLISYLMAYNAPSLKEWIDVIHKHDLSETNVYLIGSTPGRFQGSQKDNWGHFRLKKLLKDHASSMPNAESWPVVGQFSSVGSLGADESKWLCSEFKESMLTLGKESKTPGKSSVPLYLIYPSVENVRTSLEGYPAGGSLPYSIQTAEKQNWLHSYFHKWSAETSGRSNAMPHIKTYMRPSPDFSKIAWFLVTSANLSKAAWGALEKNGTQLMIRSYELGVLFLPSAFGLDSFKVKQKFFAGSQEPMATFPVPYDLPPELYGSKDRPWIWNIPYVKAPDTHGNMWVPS
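Signal: AlphaScreen proximity between streptavidin donor and anti-FITC acceptor beads on intact substrate. Reaction: Tdp1 1 nM, substrate 15 nM final, 5 min RT after 15 min compound preincubation.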
N370S GC = N370S glucocerebrosidase modulation, Gaucher chaperone candidate | N370S GC spleen homogenate, 4MU-glucoside fluorescence | Potency, µM (series often up to 59.4 µM), without a hit: at the top dose activity change, negative = inhibition, most hits filed as inhibitors | actives 0.092% (n = 330,000) | AID 2101;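 further: 0% = full enzyme activity and -100% = no enzyme basal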
* = called active by the depositor; & = joins results of further samples; [ ] = dose if it differs, or a comment. The call rests on the fitted dose curve; in most records, active means well fitted curve in the direction sought with a large enough effect; inconclusive means small, poorly fitted or top-dose-only effect, or another doubt; inactive means no such curve, though single readings can be large; an effect the other way counts as inactive or inconclusive. Unless noted, on the % scale 0 is the no-effect control and ±100 the full control effect; potency means the concentration at half of the fitted maximal effect.

For COc1ccc(CCN(C)C/C=C/c2ccccc2[N+](=O)[O-])cc1OC the results were FEN1 inh -8% and N370S GC 0%.
Cn1c(NC(=O)c2ccc(Br)o2)cc(=O)n(C)c1=O was read as FEN1 inh -9%, TDP1 block 2% and N370S GC 3%.
CCCCc1ccc(NC(=S)NCc2cccs2)cc1 was read as FEN1 inh -27%, TDP1 block 4% and N370S GC -8%.
For COc1ccccc1CNS(=O)(=O)c1ccc(-n2cnnn2)c(OC)c1 the results were FEN1 inh -9%, TDP1 block 4%[0.0935 µM] and N370S GC -1%.
For Cc1csc2nc(COC(=O)c3cccc(NC(=O)COc4ccccc4Cl)c3)cc(=O)n12 the results were FEN1 inh 2% and TDP1 block -4%.
`COc1ccc(N2C(=O)CC(NCCNc3ccc([N+](=O)[O-])cn3)C2=O)cc1` (stereo not given) gave FEN1 inh -3%, TDP1 block 2% and N370S GC -24%.
`CCN(CC)CCNC(=O)c1ccc(NC(=O)Nc2cccc3ccccc23)cc1` gave FEN1 inh -13%, TDP1 block 9% and N370S GC -6%.
For O=C(c1ccc(S(=O)(=O)Nc2ccccc2Cl)cc1)N1CCCC1 the results were FEN1 inh 1% and TDP1 block 0%.
`CC(C)N(C(=O)C(=O)c1cccn1-c1ccccc1C#N)C(C)C` gave FEN1 inh -7%, TDP1 block 2% and N370S GC 2%.
`O=C(NC1CCCCCC1)C(=S)NC1CCCCC1` gave FEN1 inh 7%, TDP1 block 0% and N370S GC 2%.
Screening COc1cc2nc(SCC(=O)Nc3ccccc3F)n3nc(-c4ccccc4)nc3c2cc1OC returned FEN1 inh 3% and TDP1 block 5%.
Screening Cc1ccc2c(c1)N(CC(=O)NCCCN1CCOCC1)C(=O)C(C(C)C)O2 (stereo not given) returned FEN1 inh 12%, TDP1 block 3% and N370S GC 0%.
`CCn1cc([N+](=O)[O-])c(C(=O)N2CCCCCC2)n1` gave FEN1 inh 34%, TDP1 block 3% and N370S GC 0%.
Screening CC1(C(=O)N2CCC(CO)(Cc3cccc(C(F)(F)F)c3)CC2)CC1 returned FEN1 inh 1% and N370S GC -2%.
`CCC(=O)Nc1cc(C(=O)OCC(=O)c2ccccc2)ccc1C` gave FEN1 inh 1%, TDP1 block 0% and N370S GC 8%.
`O=C(CSc1nc2ccccc2c(=O)[nH]1)NCc1ccc(Cl)cc1` gave FEN1 inh -2%, TDP1 block 7% and N370S GC 3%.
Screening Cc1cc(O)c(C)c(O)c1C(=O)O returned TDP1 block -9%[56.1 µM] and N370S GC -3%.
For COc1ccc2cc3[n+](cc2c1OC)CCc1cc2c(cc1-3)OCO2 the results were FEN1 inh inconclusive, TDP1 block 2% and N370S GC -6%.
COC(=O)/C=C/c1ccc(OC(=O)c2ccncc2)cc1 was read as FEN1 inh 1%, TDP1 block 7% and N370S GC -4%.
Screening COc1ccc(CC(=O)Nc2sc(Cc3ccccc3)c(C)c2C(N)=O)cc1 returned FEN1 inh 10%, TDP1 block 3% and N370S GC -8%.
Screening Cc1cc(NC(=O)c2ccc(F)c(S(=O)(=O)N3CCCCC3)c2)no1 returned FEN1 inh -7%, TDP1 block 0% and N370S GC -14%.
COc1ccc(CNC(=S)Nc2cccc(C)c2C)cc1 was read as FEN1 inh 1%, TDP1 block 5% and N370S GC 10%.
COc1cc(NC(=O)c2ccco2)c(OC)cc1NC(=O)CCC(=O)Nc1cc(C)cc(C)c1 was read as FEN1 inh 3%, TDP1 block 3% and N370S GC -2%.
Screening Cn1c(=O)c2c(nc(N3CCCCCC3)n2CCSc2nc3ccccc3o2)n(C)c1=O returned FEN1 inh 21%, TDP1 block -7% and N370S GC 0%.
Cc1cc2n(n1)SC(Nc1cccc3ccccc13)N2 (stereo not given) was read as FEN1 inh -17%, TDP1 block 5% and N370S GC 16%.
`CCCNC(=O)CCn1cc(-c2ccc(OC)cc2)nc1-c1ccncc1` gave FEN1 inh 21% and N370S GC -3%.
Screening CC1(c2ccc(OC(F)F)cc2)NC(=O)N(CC(=O)NCCC2=CCCCC2)C1=O (stereo not given) returned FEN1 inh -4% and TDP1 block 1%.
CCOC(=O)CSC1=C(C#N)C(c2ccco2)C(C(=O)Nc2cccc(C(F)(F)F)c2)=C(C)N1 (stereo not given) was read as FEN1 inh -14%, TDP1 block 4% and N370S GC -15%.
For c1ccc(-c2noc(CCC3CCCC3)n2)cc1 the results were FEN1 inh 0%, TDP1 block -4% and N370S GC 4%.
Screening CCOc1ccc(C(CCc2ccccc2)NC(=O)c2ccccc2F)cc1OCC (stereo not given) returned FEN1 inh -1%, TDP1 block -1% and N370S GC 4%.
For CC(=O)Nc1ccc(NC(=O)c2cc(C3CC3)nc3c2cnn3C(C)C)cc1 the results were FEN1 inh 10%, TDP1 block -5% and N370S GC 3%.
CC(=O)c1ccc(OCC(=O)NC(=O)NC2CCCCC2)cc1 was read as FEN1 inh -3%, TDP1 block 3% and N370S GC 3%.
For CCCOc1ccc(CCc2n[nH]c(=S)n2-c2ccccc2)cc1 the results were FEN1 inh 5%, TDP1 block 3% and N370S GC 1%.
Screening Cc1ccnc(NS(=O)(=O)c2ccc(NC(=O)c3ccc(S(=O)(=O)N4CC(C)OC(C)C4)cc3)cc2)n1 (stereo not given) returned FEN1 inh 6%, TDP1 block 10% and N370S GC 9%.
For Cc1ccc(CSc2nnc([C@@H]3CCCN3)o2)cc1 the results were FEN1 inh 3%, TDP1 block 4% and N370S GC -4%.
For CCOC(=O)C1CCCN(C(=O)c2cc(S(=O)(=O)N3CCCCC3)c[nH]2)C1 (stereo not given) the results were FEN1 inh -2% and N370S GC 1%.
`CCN(CC)c1ccc2c(cc1=O)[C@@H](NC)CCc1cc(OC)c(OC)c(OC)c1-2` gave FEN1 inh 12% and N370S GC -14%.
Screening N#CC1=C(SCC(=O)Nc2nccs2)NC(=O)CC1c1ccccc1 (stereo not given) returned FEN1 inh 10%, TDP1 block 1% and N370S GC -4%.
COc1ccc(/C=N/NC(=O)CCc2c(C)n[nH]c2C)cc1O was read as FEN1 inh -7%, TDP1 block 1% and N370S GC -8%.
c1ccc(CSc2nnc([C@@H]3CCCN3)o2)cc1 was read as FEN1 inh -4%, TDP1 block 1% and N370S GC 6%.
For Cn1c2ccccc2c(=O)c2c(=O)n(C3CCCCC3)c(-c3cccs3)nc21 the results were FEN1 inh 56µM*, TDP1 block 5% and N370S GC 23%.
`CCS(=O)(=O)N1CCN(c2cccc(C)c2C)CC1` gave FEN1 inh 0%, TDP1 block 0% and N370S GC 9%.
Screening CC1CCN(S(=O)(=O)c2ccc(S(=O)(=O)NCc3ccco3)cc2)CC1 returned FEN1 inh -3%, TDP1 block 2% and N370S GC 7%.
For COC(=O)c1c(NC(C)=O)csc1C the results were FEN1 inh 21%, TDP1 block 3% and N370S GC -12%.
`CCOC(=O)c1c(NC(C)=O)sc2c1CCN(Cc1ccccc1)C2` gave FEN1 inh 4% and N370S GC -1%.
Screening CC1CN(CCS(=O)(=O)c2cc(Cl)ccc2Cl)CC(C)O1 (stereo not given) returned FEN1 inh 10%, TDP1 block 1% and N370S GC -1%.
CN(C)S(=O)(=O)N1CCN(CC(=O)Nc2cc(Cl)ccc2Cl)CC1 was read as FEN1 inh -8%, TDP1 block 1% and N370S GC 4%.
For CC1=NN(c2nc(-c3ccc(F)cc3)cs2)C(=O)C1 the results were FEN1 inh 11%, TDP1 block 14% and N370S GC -1%.
Screening COc1cccc(C2C(C(=O)c3cc4ccccc4o3)=C(O)C(=O)N2c2cc(C)on2)c1 (stereo not given) returned FEN1 inh 1%, TDP1 block 5% and N370S GC -14%.
Screening Cc1ccc(C(=O)Nc2ccc3ncccc3c2)cc1 returned FEN1 inh 3% and N370S GC 0%.
Screening Cc1c2cnn(-c3ccccc3)c(=O)c2c(C)n1C(C)C(=O)Nc1ccccc1C(F)(F)F (stereo not given) returned FEN1 inh 9% and TDP1 block 8%.
`O=C(CCCCCn1c(=S)[nH]c2ccc(N3CCOCC3)cc2c1=O)NCCc1ccccc1` gave FEN1 inh 5%, TDP1 block 5% and N370S GC -20%.
For FC(F)(F)c1ccc(-c2noc(-c3ccccc3Br)n2)cc1 the results were FEN1 inh 0% and TDP1 block 5%.
`O=S(=O)(NC12CC3CC(CC(C3)C1)C2)c1ccc(F)cc1` gave FEN1 inh 9%, TDP1 block -2% and N370S GC 11%.
For CC1CCCCN1C(=O)CSc1nnc(-c2ccco2)n1CC1CCCO1 (stereo not given) the results were FEN1 inh 1%, TDP1 block 6% and N370S GC 2%.
`O=C1c2ccccc2S(=O)(=O)N1CC1CC(c2ccc(Cl)cc2)=NO1` (stereo not given) gave FEN1 inh 1%, TDP1 block 5% and N370S GC -3%.
`O=C(CSc1n[nH]c(=O)n1C1CC1)Nc1ccccc1` gave FEN1 inh 2%, TDP1 block 0% and N370S GC -5%.
O=C(Nc1ccc(S(=O)(=O)N2CCCCC2)cc1)c1ccccc1Cl was read as FEN1 inh -17%, TDP1 block 4% and N370S GC -1%.
CC(NC(=O)CN(C)CC(=O)Nc1cccc(F)c1)c1ccccc1 (stereo not given) was read as FEN1 inh 1% and TDP1 block 2%.
`Cc1ccc(CNS(=O)(=O)c2c(C)[nH]c(=O)[nH]c2=O)cc1` gave FEN1 inh 22% and N370S GC -6%.

Quoted from the listing, 10 compounds:
Screening COc1cccc(C2C(C(=O)c3cc4ccccc4o3)=C(O)C(=O)N2c2cc(C)on2)c1 (stereo not given) returned FEN1 inh 1%, TDP1 block 5% and N370S GC -14%.
Screening Cc1ccc(C(=O)Nc2ccc3ncccc3c2)cc1 returned FEN1 inh 3% and N370S GC 0%.
Screening Cc1c2cnn(-c3ccccc3)c(=O)c2c(C)n1C(C)C(=O)Nc1ccccc1C(F)(F)F (stereo not given) returned FEN1 inh 9% and TDP1 block 8%.
`O=C(CCCCCn1c(=S)[nH]c2ccc(N3CCOCC3)cc2c1=O)NCCc1ccccc1` gave FEN1 inh 5%, TDP1 block 5% and N370S GC -20%.
For FC(F)(F)c1ccc(-c2noc(-c3ccccc3Br)n2)cc1 the results were FEN1 inh 0% and TDP1 block 5%.
`O=S(=O)(NC12CC3CC(CC(C3)C1)C2)c1ccc(F)cc1` gave FEN1 inh 9%, TDP1 block -2% and N370S GC 11%.
For CC1CCCCN1C(=O)CSc1nnc(-c2ccco2)n1CC1CCCO1 (stereo not given) the results were FEN1 inh 1%, TDP1 block 6% and N370S GC 2%.
`O=C1c2ccccc2S(=O)(=O)N1CC1CC(c2ccc(Cl)cc2)=NO1` (stereo not given) gave FEN1 inh 1%, TDP1 block 5% and N370S GC -3%.
`O=C(CSc1n[nH]c(=O)n1C1CC1)Nc1ccccc1` gave FEN1 inh 2%, TDP1 block 0% and N370S GC -5%.
O=C(Nc1ccc(S(=O)(=O)N2CCCCC2)cc1)c1ccccc1Cl was read as FEN1 inh -17%, TDP1 block 4% and N370S GC -1%.

(more compounds)
Screening Cc1nc2cccnc2n1-c1cccc(C(=O)N2CCN(c3ccc(Cl)cc3)CC2)c1 returned FEN1 inh -10% and TDP1 block 0%.
O=C(Nc1cc(S(=O)(=O)N2CCOCC2)ccc1-n1cncn1)c1ccc(Cl)cc1 was read as FEN1 inh 14%, TDP1 block 4% and N370S GC 10%.
For CN(C)c1ccc(NC2=C(Cl)C(=O)c3ccccc3C2=O)cc1 the results were FEN1 inh -34%, TDP1 block 14% and N370S GC -9%.
O=C(NCCO[N+](=O)[O-])c1cccnc1 was read as FEN1 inh -12%, TDP1 block 12% and N370S GC 14%&-6%.
`COc1ccc(NC(=O)c2c(Nc3ccccc3)sc(C(=O)c3ccc(F)cc3)c2N)cc1` gave FEN1 inh -1%, TDP1 block 13% and N370S GC 4%.
COc1cccc(NC(=O)CN(C)C(=O)c2ccccc2OCc2c(C)noc2C)c1 was read as FEN1 inh -12% and N370S GC -21%.
Cc1ccc(-c2nnc(SCC(=O)N3CC(C)CC(C)C3)o2)cc1C (stereo not given) was read as FEN1 inh -20%, TDP1 block -8% and N370S GC inconclusive.
O=C(NCc1ccc(F)cc1)c1ccc2oc(=O)n(Cc3ccccc3)c2c1 was read as FEN1 inh 12% and TDP1 block 4%.
Screening COc1cc(-c2nc3cnccn3c2Nc2c(C)cccc2C)ccc1O returned FEN1 inh 2%, TDP1 block -1% and N370S GC 0%.
Screening COc1ccc(N2CCN(C(=O)[C@H](Cc3c[nH]c4ccccc34)NC(C)=O)CC2)cc1 returned FEN1 inh 5%, TDP1 block 0% and N370S GC 10%.
`CC(C)(C)OC(=O)NCc1ccc(CNC(=O)c2nc[nH]c2C(=O)NCc2ccc(CNC(=O)OC(C)(C)C)cc2)cc1` gave FEN1 inh 0% and TDP1 block 0%.
For O=S(=O)(Nc1nc2ccccc2nc1Cl)c1ccccc1 the results were FEN1 inh 21%, TDP1 block 8% and N370S GC -7%.
CCN1CCN(CCNC(=O)c2cn(Cc3ccccc3F)nn2)CC1 was read as FEN1 inh -2%, TDP1 block -9%[56.1 µM] and N370S GC 0%.
CSc1nsc(SCC(=O)Nc2ccccc2F)n1 was read as FEN1 inh 2% and N370S GC -2%.
For Cc1sc2nc(SCc3nc4ccccc4[nH]3)n(Cc3ccco3)c(=O)c2c1C the results were FEN1 inh -2%, TDP1 block 11% and N370S GC inconclusive.
